Screens: PubChem, several laboratories
APP 5'UTR act: APP 5'UTR luciferase reporter activation; SH-SY5Y APP 5'UTR luciferase reporter, luminescence; zero percent = DMSO vehicle wells; activation, % at 2 µM; actives 1% (n = 190,000);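 active = activation above a set limit, based on mean plus 3 SD of controls, cut at about 140% in these data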; note: values of inactives mirror those of a sister screen read the other way
STAT3 activator: increases IL-6 driven STAT3 reporter signal. AID 871. actives 0.91% (n = 190,000). U3A cells, IL-6 STAT3-luciferase reporter, luminescence; 100% = signal with IL-6 EC80 alone. activation (% of control), % at 5.6 µM;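 active = activation above the screen-wide mean of compound activation plus 3 SD, cut at about 130% in these data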;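 note: 0% = background luminescence of wells with medium and substrate only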
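Material: STAT3-luciferase reporter U3A cells; Probe or stimulus: IL-6 (33 ng/mL); Incubation: compound pre-incubation 1 h before IL-6, then 6 h stimulation at 37 °C; Technique: luminescence from STAT3-driven luciferase reporter; Evaluation: % activation versus median of IL-6-stimulated wells; Controls: IL-6-only high control.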
NF-kB neuron act: NF-kB expression increase, human neuronal cells. NF-kB reporter expression; stronger effect = higher value. fold change at 12.5 µM. actives 1.6% (n = 190,000). AID 1239; in the data active = fold change above about 3.3
HMGR II inh: E. faecalis class II HMG-CoA reductase inhibition. purified E. faecalis HMGR, NADPH absorbance 340 nm kinetic. actives 0.41% (n = 190,000). inhibition, % at 10 µM;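 active = inhibition above a set limit, the median over all tested compounds plus 3 SD, cut at about 9.5% in these data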;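 note: enzyme runs in reverse so mevalonate oxidation gives rising NADPH absorbance; 0% = complete reaction with DMSO and 100% = background rate lacking mevalonate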
STAT1 act: activators of IFN-gamma induced STAT1 signaling; NIH 3T3 STAT1-luciferase reporter, luminescence; 100% = IFN-gamma alone, no compound; activation (% of control), % at 5.5 µM; actives 2.6% (n = 200,000); AID 932;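 active = activation above the screen-wide mean activation plus 3 SD, cut at about 130% in these data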;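 note: raw ratio to IFN-gamma control signal so 100% means no change and 0% no light; values of inactives mirror those of a sister screen read the other way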
TLR4-MyD88 BLA: inhibitors of human TLR4-MyD88 binding. O00206+Q99836. HeLa CL3-4 TLR4/MyD88 BLA complementation, FRET ratio. inhibition, % at 8.4 µM. actives 0.18% (n = 200,000). AID 861; in the data active = inhibition above about 25%;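 note: 0% = vehicle and 100% = reference inhibitor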
Target sequence (O00206 whole entry, looked up): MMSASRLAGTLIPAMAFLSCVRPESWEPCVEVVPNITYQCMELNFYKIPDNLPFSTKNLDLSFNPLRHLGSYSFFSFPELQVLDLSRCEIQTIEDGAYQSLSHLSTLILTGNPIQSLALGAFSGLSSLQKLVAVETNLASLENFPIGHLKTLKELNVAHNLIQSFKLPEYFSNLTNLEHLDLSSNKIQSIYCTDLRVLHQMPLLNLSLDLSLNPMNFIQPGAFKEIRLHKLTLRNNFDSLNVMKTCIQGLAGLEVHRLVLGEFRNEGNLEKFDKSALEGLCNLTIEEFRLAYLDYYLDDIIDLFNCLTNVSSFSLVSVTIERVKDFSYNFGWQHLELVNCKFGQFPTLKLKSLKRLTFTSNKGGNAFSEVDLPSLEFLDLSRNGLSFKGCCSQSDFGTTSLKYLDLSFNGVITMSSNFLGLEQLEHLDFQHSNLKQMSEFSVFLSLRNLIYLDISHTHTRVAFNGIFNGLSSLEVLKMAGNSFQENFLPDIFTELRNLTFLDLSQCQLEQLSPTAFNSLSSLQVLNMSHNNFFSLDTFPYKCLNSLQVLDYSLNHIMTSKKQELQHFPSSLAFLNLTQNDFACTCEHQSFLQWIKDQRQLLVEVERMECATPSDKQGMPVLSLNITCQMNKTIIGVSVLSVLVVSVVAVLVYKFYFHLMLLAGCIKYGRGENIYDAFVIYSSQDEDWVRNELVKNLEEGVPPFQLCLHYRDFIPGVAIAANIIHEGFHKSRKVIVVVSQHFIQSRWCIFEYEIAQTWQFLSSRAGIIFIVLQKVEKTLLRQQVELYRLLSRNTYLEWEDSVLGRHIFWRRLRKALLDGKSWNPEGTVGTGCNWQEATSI
Target sequence (Q99836 whole entry, looked up): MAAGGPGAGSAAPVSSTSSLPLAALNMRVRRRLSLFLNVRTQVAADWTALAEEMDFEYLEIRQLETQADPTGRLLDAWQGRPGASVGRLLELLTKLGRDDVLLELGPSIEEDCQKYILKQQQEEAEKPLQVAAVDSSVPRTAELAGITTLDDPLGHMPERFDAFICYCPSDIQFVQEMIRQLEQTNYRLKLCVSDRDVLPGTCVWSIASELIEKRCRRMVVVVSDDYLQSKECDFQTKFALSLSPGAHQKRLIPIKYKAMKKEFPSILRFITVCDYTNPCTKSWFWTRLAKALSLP
STAT1 inh: STAT1 signaling inhibition; NIH 3T3 STAT1-luciferase reporter, IFN-gamma, luminescence; inhibition, % at 5.5 µM; actives 0.35% (n = 200,000); AID 920;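 active = inhibition above a set limit, the mean inhibition across all tested compounds plus 3 SD, cut at about 34% in these data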;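 note: 0% = IFN-gamma with DMSO and 100% = IFN-gamma with 300 µM nifuroxazide; values of inactives mirror those of a sister screen read the other way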
Hsp70 act: Hsp70 transcriptional activation, primary screen; HeLa Hsp70 promoter luciferase reporter, luminescence; scaled: vehicle 0, proteasome-inhibitor control 100%; activation, % at 10 µM; actives 0.04% (n = 200,000); AID 1203;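 active = activation above the mean across all tested compounds plus 3 SD, cutoff set per campaign, cut at about 5.5% in these data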;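 note: 100% = MG132 at 30 µM as the positive control and 0% = DMSO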
Redox H2O2 prof: compounds producing H2O2 with reducing agent – biochemical, NIH compound library profiling, artefact control for MLSCN library redox annotation, primary screen | DTT-dependent redox cycling H2O2, phenol red/HRP absorbance; 100% = 100 µM peroxide control, 0% = buffer | AID 878 | activation, % at 10 µM | actives 0.03% (n = 200,000);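 active = activation of at least 50% relative to the plate's high and low controls in the primary single-dose screen; inactive = activation below 50%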;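 note: compound incubated with DTT at 0.8 mM final as the reducing agent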
STAT3 blocker: reduces IL-6 driven STAT3 reporter signal; U3A cells, IL-6 STAT3-luciferase reporter, luminescence; host cell line lacks STAT1; actives 0.89% (n = 190,000); inhibition, % at 5.5 µM;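 active = inhibition above the mean inhibition across all screened compounds plus 3 SD, cut at about 44% in these data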;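 note: 0% = DMSO only wells and 100% = 100 µM nifuroxazide control wells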
* = called active by the depositor; . = no result given. Compounds as they come (roughly 5.6% active in at least one column).

cpd	Structure	HMGR II inh	TLR4-MyD88 BLA	Redox H2O2 prof	STAT1 act	STAT1 inh	STAT3 blocker	Hsp70 act	APP 5'UTR act	STAT3 activator	NF-kB neuron act
1	CCOC(=O)Cn1nnnc1C(CC)N(Cc1cccs1)Cc1cc2cc(C)ccc2[nH]c1=O (configuration not stated)	-3	8	-0.2	94	6	-5	-0.2	4	107	0.79
2	CN(C)S(=O)(=O)c1cccc(NC(=O)c2cc(-c3cccs3)nn2-c2ccccc2)c1	-4	0	0.2	99	1	11	-0.2	-1	93	1
3	CCOC(=O)C(C(C)=O)=C1SC2CS(=O)(=O)CC2S1 (configuration not stated)	-8	0	-0.2	106	-6	4	0.3	10	100	1.3
4	CCn1c(=O)cc(OCC(=O)N2CCc3ccccc32)c2ccccc21	-4	7	-1.0	100	0	17	-0.1	23	86	0.89
5	C/C(CCN1CCc2nc(-c3ccccc3)c(-c3ccccc3)cc2C1)=N\O[C@@H](C)c1cn([C@H](CO)Cc2ccccc2)nn1	10.0*	-13	0.6	102	-2	-4	-0.3	9	101	0.63
6	Cc1cc(Br)cc(C)c1NC(=O)c1ccccc1[N+](=O)[O-]	0	-3	0.1	106	-7	-6	-0.4	13	107	0.95
7	COc1ccccc1-n1cnnc1SCC(=O)Nc1cc(C(C)(C)C)nn1-c1ccccc1	-2	-11	-0.7	92	9	23	-0.2	-2	84	0.78
8	COc1ccc(NC(=O)c2cccnc2)c(OC)c1	-1	-7	-1.3	96	4	6	0.3	-3	99	1.2
9	Cc1ccc(Cn2ncc3c(N4CCN(c5ccccc5C)CC4)ncnc32)cc1	-4	2	3.6	101	-1	15	-0.3	-3	90	0.85
10	CC(=O)Nc1ccc(S(=O)(=O)N2CCN=C2SCc2cccnc2)cc1	-1	1	-0.6	86	14	11	-0.1	-9	94	0.81
11	O=C(CC1C(=O)NCCN1Cc1ccc(-c2ccccc2)cc1)NCCOc1cccnc1 (configuration not stated)	-9	-1	-1.5	98	1	9	-0.3	14	94	0.85
12	C=CCOC(=O)C1=C[C@@H](c2ccccc2)[C@H](CCCO)[C@@H](OCC)O1	-1	-12	0.2	96	6	.	0.2	2	.	1
13	COc1ccc(-c2nnn(CC(=O)NCCc3ccc(OC)c(OC)c3)n2)cc1	-2	6	-0.5	99	-1	7	-0.4	-3	97	1
14	CC(C)(C)Cc1nnc(NC(=O)c2ccc([N+](=O)[O-])cc2)s1	-5	-11	1.5	103	-3	22	-0.2	15	85	1.3
15	S=c1[nH]nc(-c2ccco2)n1/N=C/c1ccc(Br)s1	-6	5	2.5	102	-2	-12	0.0	17	110	1.4
16	O=C(Cc1ccccc1)Nc1ccccc1C(=O)Nc1ccc(C(=O)O)cc1	-4	-11	0.2	107	-6	4	-0.2	-13	100	1.2
17	Cc1ccc(-c2nc3cc(C)ccc3o2)cc1	0	12	3.0	71	32	84*	0.2	175*	34	1.6
18	Cc1ccc(C(=O)COC(=O)c2cc(Cl)nc3ccccc23)cc1C	1	13	-3.3	94	0	4	-0.1	0	105	1.2
19	COc1ccc(-n2c(=O)[nH]c3cc(C(=O)NCCc4ccc(Cl)cc4)ccc3c2=O)cc1OC	-5	9	-0.3	91	7	12	-0.6	14	94	1
20	Cc1c(Cl)c([N+](=O)[O-])nn1CCCC(=O)Nc1sc2c(c1C(N)=O)CCC(C)C2 (configuration not stated)	-6	-2	-0.8	93	7	-5	0.2	-7	102	1.2
21	O=C1C2C3c4ccccc4C(c4ccccc43)C2C(=O)N1c1cccnc1 (configuration not stated)	-3	7	-0.4	96	5	-3	-0.7	8	100	0.91
22	O=C(Nc1ccn(Cc2ccc(Cl)cc2)n1)c1ccc2c(c1)OCO2	4	8	0.5	99	2	3	0.0	-9	99	0.95
23	CCOC(=O)CN(C(=O)CNC(=O)c1cccs1)C(C(=O)NC1CCCC1)c1cccnc1 (configuration not stated)	0	8	-0.1	109	-10	-8	-0.1	.	106	1
24	O=C(NCCSc1ccc(Br)cc1)c1ccccc1	0	-6	-2.1	106	-8	4	-0.2	-13	102	1.2
25	COC(=O)c1cc2c(=O)n3ccccc3nc2n(C(C)C)c1=N	.	-5	3.1	104	-4	-39	-0.3	-7	136*	.
26	CCC(C)NS(=O)(=O)c1ccc(NS(C)(=O)=O)cc1 (configuration not stated)	0	1	0.3	93	8	1	-0.3	1	104	1.4
27	Cc1ccc(C2C(C(=O)O)c3ccccc3C(=O)N2C)o1 (configuration not stated)	-3	-4	0.3	102	-2	0	-0.2	-3	106	1.2
28	O=S(=O)(c1ccc2ccccc2c1)N(CC(O)COCc1ccco1)c1ccccc1 (configuration not stated)	-2	3	0.0	93	8	-5	-0.3	4	103	0.86
29	CN(NC(=O)CN1C(=O)c2ccccc2C1=O)C1=NS(=O)(=O)c2ccccc21	-3	11	-0.3	104	-5	4	-0.1	-11	103	1.3
30	COC(=O)/C=C1\S/C(=N/NC(=O)c2ccccc2)NC1=O	3	6	-0.7	100	0	20	0.0	15	88	1.1

(further entries)
cpd	Structure	HMGR II inh	TLR4-MyD88 BLA	Redox H2O2 prof	STAT1 act	STAT1 inh	STAT3 blocker	Hsp70 act	APP 5'UTR act	STAT3 activator	NF-kB neuron act
31	NC(=O)C1(N2CCCCC2)CCN(C(=S)Nc2ccccc2)CC1	-6	1	-1.1	103	-3	0	-0.3	3	98	1
32	CC1CCCCN1C(=O)CSc1nnc(-c2c[nH]c3ccccc23)o1 (configuration not stated)	-4	4	-0.7	107	-10	-4	-0.4	37	107	0.99
33	COC(=O)c1[nH]c2cccc(Cl)c2c1NC(=O)CN(C)C1CCCCC1	1	0	1.9	95	6	5	-0.6	7	104	0.89
34	Cc1cccc(NC(=O)/C(C#N)=C\c2ccc(C(=O)O)cc2)c1	-2	-8	-0.8	113	-15	-29	0.3	-1	127	1.2
35	CCCCOC(=O)c1ccc(NC(=O)COC(=O)CSc2nc(C)cc(C)n2)cc1	-4	-1	0.1	105	-5	0	0.1	-8	100	1.5
36	CCn1cc(C2=NCC(C)O2)c2ccccc21 (configuration not stated)	-1	-6	2.6	105	-5	1	0.2	3	102	1.3
37	Cc1oc(-c2ccccc2Cl)nc1CN1CCCCC1c1cccnc1 (configuration not stated)	-2	3	0.1	98	0	-13	-0.3	1	113	1
38	COc1ccc(Nc2ccc(S(=O)(=O)N3CCCCC3)cc2[N+](=O)[O-])cc1Cl	1	0	0.3	98	3	4	-0.5	6	99	0.96
39	O=S1(=O)NC(=NCc2ccccc2)c2ccccc21	0	-14	3.1	100	0	12	-0.3	16	93	1.1
40	CC1(C)NC(=O)N(CC(O)Cn2nnc3ccccc32)C1=O (configuration not stated)	1	-6	-3.2	95	5	-2	0.0	-1	104	1.2
41	CCOc1cc(/C=C(\C#N)C(=O)NCc2cccnc2)ccc1O	-2	-6	-0.2	95	4	7	0.1	-15	100	1.1
42	CCCCn1c(=O)c(CC(C)=O)nc2ccccc21	1	15	-0.1	100	-1	12	0.7	13	91	1.4
43	O=C(c1ccco1)N1CCN(C(c2ccc(F)cc2)c2nnnn2Cc2cccs2)CC1 (configuration not stated)	-5	2	1.4	106	-7	12	-0.2	3	96	1.1
44	Cc1ccc(SCCNC(=O)c2ccc(C)c([N+](=O)[O-])c2)cc1	-4	-16	2.1	98	2	-2	-0.3	12	102	0.97
45	Cc1nc(N2CCCCC2)sc1C(=O)c1ccc(SCCO)c([N+](=O)[O-])c1	-2	12	0.5	95	6	14	0.2	-6	93	0.65
46	CC(C)c1ccc(NC(=O)C2CCCN(S(=O)(=O)c3cnc[nH]3)C2)cc1 (configuration not stated)	-1	6	-1.7	97	3	12	-0.5	-4	94	1.8
47	CC(=O)Nc1ccc(NC(=O)C2CCC(CNS(=O)(=O)c3cccc4nsnc34)CC2)cc1 (configuration not stated)	-3	-7	-0.1	97	2	5	0.2	22	97	1.5
48	Cc1ccc(S(=O)(=O)N/N=C/c2c(C)nn(-c3ccccc3)c2C)cc1	-3	-18	-0.1	103	-3	1	-0.5	24	100	1.1
49	O/N=C/c1ccc(OCc2ccccc2)c(Cl)c1	-2	-3	0.0	162*	-68	-9	-0.1	117	109	5.4*
50	CCOC(=O)Cn1cc(C=O)c2ccccc21	1	12	0.3	105	-6	-21	-0.1	25	115	0.92
51	COc1ccc(OC)c(NC(=O)c2cc(-c3cc(Cl)ccc3O)n[nH]2)c1	-2	3	-0.1	94	6	22	-0.3	1	84	0.55
52	O=C(Cc1ccccc1Cl)Nc1cccnc1	3	4	-1.2	102	-2	-19	-0.1	-18	117	1.2
53	C/C(=C\c1ccccc1)C(=O)N1CCN(c2cccc(C(F)(F)F)c2)CC1	-1	2	0.2	99	2	-10	-0.4	15	106	0.93
54	COc1ccc(/C=C/C(=O)OCC(=O)NCCC2=CCCCC2)cc1OC	-3	-9	-1.1	105	-8	-7	-0.1	-6	112	0.92
55	CC1CCN(CC(=O)Nc2cccc(C(=O)Nc3cccc(C(F)(F)F)c3)c2)CC1	-5	-2	-0.2	95	6	-4	-0.3	11	101	1.3
